NCI-60 one-dose screen, 48 h, at 10 µM unless noted. Numbers give growth in % (100 = growth as untreated, 0 = no growth, -100 = all killed).
SF-295 = SF-295 CNS cancer cells; 79,000 tested, 5.6% active
SNB-75 = SNB-75 CNS cancer; 79,000 tested, 5% active; AID 1794750
HCC-2998 = HCC-2998 colon cancer; 79,000 tested, 4.7% active; AID 1794799
SW-620 = SW-620 colon cancer | 82,000 tested, 5.2% active | AID 1794795
KM12 = KM12 colon cancer cells; 82,000 tested, 5% active
SF-539 = SF-539 CNS cancer | 81,000 tested, 6.8% active | AID 1794752
SF-268 = SF-268 CNS cancer cells; 82,000 tested, 3.1% active
HT29 = HT29 colon cancer; 81,000 tested, 7.4% active; AID 1794748
SNB-19 = SNB-19 CNS cancer cells. AID 1794751. 81,000 tested, 2.5% active
* marks the source's active call; other numbers are inactive results; . = no result given. How the source made its calls: active means growth percent below 10; inactive means the rest.

Every second line gives: SF-295 | SNB-75 | HCC-2998 | SW-620 | KM12 | SF-539 | SF-268 | HT29 | SNB-19
1: CN1C(=O)CNC(=O)[C@H](CO)NC(=O)[C@H](Cc2ccccc2)NC(=O)[C@H](CCCN=C(N)N)NC(=O)[C@@H]1Cc1ccc(O)cc1
  99 | 84 | 106 | 104 | 101 | 97 | 102 | 104 | 104
2: Nc1nn2c(-c3cc4ccccc4oc3=O)ccnc2c1N=Nc1ccc(S(N)(=O)=O)cc1
  107 | 83 | 115 | 103 | 74 | 93 | 94 | 108 | 93
3: CCC(=O)c1ccccc1C#N
  107 | 84 | 102 | 104 | 101 | 92 | 97 | 103 | 105
4: O=[N+]([O-])c1cc(S(=O)(=O)O)cc2cc(S(=O)(=O)O)cc(S(=O)(=O)O)c12
  110 | 102 | 102 | 104 | 103 | 104 | 106 | 97 | 105
5: Nc1c(C(=O)N/N=C\c2ccc(OC(F)F)c(OCc3ccccc3)c2)cnn1CC(O)c1ccccc1 (configuration not stated)
  40 | 50 | 75 | 60 | 27 | 62 | 42 | 58 | 67
6: COc1cc2c3c(n(CCCNC(C)C)c(=O)c2cc1OC)-c1nc2c(cc1C3=O)OCO2
  12 | 79 | 65 | -63* | -90* | -6.7* | -73* | -65* | 33
7: COc1cc(NCC(O)CO)c2ncccc2c1 (configuration not stated)
  98 | 86 | 104 | 93 | 104 | 92 | 99 | 117 | 114
8: O=C(C1=Cc2cc3ccccc3n2Cc2cnnn21)c1ccc(Cl)cc1
  108 | . | 115 | 116 | 97 | 109 | 93 | 113 | 98
9: CSc1nc(Cl)cc(Cl)n1
  101 | 92 | 108 | 103 | 110 | 118 | 107 | 93 | 109
10: C/C(=N/NC(N)=O)c1ccc([N+](=O)[O-])o1
  113 | 92 | 101 | 93 | 96 | 107 | 93 | 109 | 104

2 entries from above, in transposed form.
#9 CSc1nc(Cl)cc(Cl)n1
#10 C/C(=N/NC(N)=O)c1ccc([N+](=O)[O-])o1

Assay by compound,9,10
SF-295,101,113
SNB-75,92,92
HCC-2998,108,101
SW-620,103,93
KM12,110,96
SF-539,118,107
SF-268,107,93
HT29,93,109
SNB-19,109,104

The listing picks up with the five entries that preceded the break.
Every second line gives: SF-295 | SNB-75 | HCC-2998 | SW-620 | KM12 | SF-539 | SF-268 | HT29 | SNB-19
6: COc1cc2c3c(n(CCCNC(C)C)c(=O)c2cc1OC)-c1nc2c(cc1C3=O)OCO2
  12 | 79 | 65 | -63* | -90* | -6.7* | -73* | -65* | 33
7: COc1cc(NCC(O)CO)c2ncccc2c1 (configuration not stated)
  98 | 86 | 104 | 93 | 104 | 92 | 99 | 117 | 114
8: O=C(C1=Cc2cc3ccccc3n2Cc2cnnn21)c1ccc(Cl)cc1
  108 | . | 115 | 116 | 97 | 109 | 93 | 113 | 98
9: CSc1nc(Cl)cc(Cl)n1
  101 | 92 | 108 | 103 | 110 | 118 | 107 | 93 | 109
10: C/C(=N/NC(N)=O)c1ccc([N+](=O)[O-])o1
  113 | 92 | 101 | 93 | 96 | 107 | 93 | 109 | 104
11: COc1ccc(OC)c(C(=O)Nc2cccc(-c3cc(=O)c4ccccc4o3)c2)c1
  89 | 64 | 104 | 97 | 93 | 84 | 74 | 91 | 71
12: C#Cc1nc(/C=C\CCCCCCC(=O)NO)cs1
  65 | -58* | 99 | 24 | 41 | -81* | 79 | 55 | 72
13: C/C(=N\O)[C@@H]1CC[C@]2(C(=O)O)CC[C@]3(C)[C@H](CC[C@@H]4[C@@]5(C)CC[C@H](O)C(C)(C)[C@@H]5CC[C@]43C)[C@@H]12
  100 | 91 | 112 | 100 | 97 | 94 | 92 | 93 | 107
14: N#Cc1c(-c2ccc(Cl)cc2)nc2n[nH]c(-c3ccc(Cl)cc3)c2c1-c1cccs1
  64 | 77 | 69 | . | 42 | 64 | 73 | 47 | 75
15: Cn1ccc(=O)nc1
  83 | 104 | 97 | 53 | 95 | 100 | 86 | 21 | 85
16: COc1ccc(-c2nc(/C=C3\C(=O)N(C)c4ccccc43)c3ccccn23)cc1
  83 | 51 | 102 | 85 | 94 | 73 | 66 | 97 | 79
17: COc1cc(O)c(C(C)=O)c2c1C=CC(C)(C)O2
  . | 94 | . | 106 | 104 | 94 | 97 | 109 | 96
18: CN(C)c1ccc(C(c2ccc(N(C)C)cc2)c2ccc([N+](=O)[O-])cc2)cc1
  101 | 96 | 93 | 103 | 96 | 107 | 90 | 78 | 110
19: Nc1nc(=S)cc(Cl)[nH]1
  97 | 101 | 101 | 102 | 101 | 100 | 98 | 104 | 109
20: Cc1cnc(SCc2ccc(Cl)cc2)[nH]c1=O
  99 | 78 | 93 | 103 | 104 | 106 | 99 | 101 | 97

The listing continues.
Every second line gives: SF-295 | SNB-75 | HCC-2998 | SW-620 | KM12 | SF-539 | SF-268 | HT29 | SNB-19
21: CCCCOCCOCCOc1ccc(C(=O)OC)cc1
  105 | 100 | 101 | 101 | 111 | 120 | 118 | 114 | 104
22: CN1C(=O)/C(=C/C=C/c2ccco2)SC1=S
  101 | 93 | 99 | 104 | 91 | 85 | 91 | 91 | 89
23: CSc1cccc(C(=O)O)c1
  100 | 97 | . | 106 | 110 | 98 | 103 | 109 | 103
24: COCCn1cc(-c2csc(-c3cn(C(=O)OC(C)(C)C)c4ccc(Br)cc34)n2)c2cccnc21
  91 | 81 | 92 | 105 | 78 | 88 | 93 | 79 | 110
25: O=C(CSc1nc2sc3c(c2c(=O)n1Cc1ccccc1)CCCC3)N1CCOCC1
  96 | 93 | 104 | 103 | 92 | 93 | 87 | 79 | 111
26: Cn1c(SCC(=O)c2ccco2)nc2ccccc2c1=O
  104 | 86 | 112 | 111 | 86 | 97 | 102 | 118 | 102
27: CNC(=S)N1c2ccccc2NC(=O)CC1C (configuration not stated)
  101 | 110 | 102 | 103 | 115 | 100 | 106 | 112 | 105
28: O=C1c2cc(F)ccc2Oc2cc([N+](=O)[O-])ccc2N1c1ccc(Br)cc1F
  98 | 86 | 107 | 88 | 89 | 96 | 84 | 81 | 95
29: CNNC(=O)C(O)C(C)(C)CO (configuration not stated)
  96 | 89 | 112 | 103 | 103 | 98 | 95 | 98 | .
30: Nc1nc(N)c2c(ncc3[nH]c4ccccc4c32)n1
  102 | 65 | 97 | 90 | 102 | 96 | 92 | 95 | 93

(list continues)
Every second line gives: SF-295 | SNB-75 | HCC-2998 | SW-620 | KM12 | SF-539 | SF-268 | HT29 | SNB-19
31: Cc1cc(C)c(Cn2c(=O)[nH][nH]c2=O)cc1Cn1c(=O)[nH][nH]c1=O
  93 | 94 | 107 | 99 | 102 | 101 | 102 | 106 | 103
32: O=C(COc1ccc(NC(=O)Nc2ccc(Cl)cc2)cc1)N=Nc1c(O)[nH]c2ccccc12
  99 | 87 | 108 | 103 | 84 | 96 | 102 | 107 | 99
33: CCC(=O)NCCCCCCN1CCCCC1
  103 | 99 | 101 | 101 | 94 | 94 | 95 | 98 | 103
34: NS(=O)(=O)c1ccc(N=Nc2c(O)n(Cc3ccccc3)c3ccc(Cl)cc23)cc1
  94 | -9.3* | 101 | 80 | 88 | 61 | 65 | 95 | 41
35: COc1cc(-c2nc3cc(Cl)c(Cl)cc3[nH]2)ccc1OCC(=O)N=Nc1c(O)[nH]c2ccc([N+](=O)[O-])cc12
  101 | 93 | 72 | 83 | 103 | 82 | 81 | 110 | 44
36: Cc1c(/C=C2\SC(=S)N(Cc3ccco3)C2=O)c2ccccc2n1C
  97 | 78 | 101 | 98 | 100 | 98 | 95 | 104 | 98
37: COc1ccc(-c2nc3ccc(C(=O)NN4C(=O)c5ccc([N+](=O)[O-])cc5C4=O)cc3[nH]2)cc1
  88 | 83 | 108 | 101 | 101 | 91 | 105 | 87 | .
38: CC(=O)Oc1cccc([N+](=O)[O-])c1
  100 | 94 | 103 | 108 | 98 | 113 | 99 | 82 | 105
39: CC(C)(C)C(=O)/C=C/c1ccc(Br)cc1
  103 | 103 | . | 106 | 108 | 110 | 101 | 97 | 97
40: N#Cc1ccc(OCc2cn(CC(=O)Nc3nc4ccccc4s3)nn2)cc1
  101 | 88 | 108 | 98 | 107 | 94 | 97 | 103 | 98
41: COc1ccc(CNCCN2C(=O)c3ccc4c5c(ccc(c35)C2=O)C(=O)N(CCNCc2ccc(OC)c(OC)c2OC)C4=O)c(OC)c1OC
  -45* | -13* | -80* | -37* | -41* | -48* | -2.1* | -46* | -14*
42: Cc1ccccc1N=Nc1ccc(N=Nc2ccc(O)cc2O)c(C)c1
  93 | 83 | 98 | 99 | 100 | 96 | 100 | 100 | 98
43: CC1(C)CC[C@]2(C(=O)Nc3ccccn3)CC[C@]3(C)C(=CC[C@@H]4[C@@]5(C)C/C(=C/c6ccncc6)C(=O)C(C)(C)[C@@H]5CC[C@]43C)[C@@H]2C1
  31 | 92 | 25 | 20 | -6.7* | 16 | 73 | 9.4* | 58

Record cards, as listed above. Screens in order: SF-295, SNB-75, HCC-2998, SW-620, KM12, SF-539, SF-268, HT29, SNB-19
Record of CSc1cccc(C(=O)O)c1 = 100, 97, ., 106, 110, 98, 103, 109, 103
Record of O=[N+]([O-])c1cc(S(=O)(=O)O)cc2cc(S(=O)(=O)O)cc(S(=O)(=O)O)c12 = 110, 102, 102, 104, 103, 104, 106, 97, 105
Record of O=C(CSc1nc2sc3c(c2c(=O)n1Cc1ccccc1)CCCC3)N1CCOCC1 = 96, 93, 104, 103, 92, 93, 87, 79, 111
